Source: PubChem
APEX1 inh = inhibitors of human APE1 endonuclease | P27695 | recombinant APE1, TAMRA/BHQ-2 abasic DNA cleavage fluorescence | Potency, µM (titrated, usually from 65.8 µM), for inactives: at the highest dose activity change, negative = inhibition, hits mostly inhibitors | actives 0.35% (n = 350,000);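 note: potency is the fitted concentration of half-maximal effect; plate controls were vehicle for no effect and reference inhibitor for full effect; nearly all actives have a fitted effect of over 55% in size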
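APE1 at 0.75 nM final was preincubated with compound 15 min at room temperature, then 50 nM double-stranded THF abasic-site substrate (5'-TAMRA/3'-BHQ-2) was added. Fluorescence (ex 525/em 598 nm) was read kinetically; third-minus-first read gave activity.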
Apoferritin bind = binds horse apoferritin like a general anesthetic. apoferritin/1-aminoanthracene competitive binding, fluorescence. P02791. AID 485281. actives 0.074% (n = 350,000). Potency, µM (titrated, usually from 77.5 µM), for the others: at the highest dose activity change, negative = displacement, usual class: inhibitors; note: potency is the fitted concentration of half-maximal effect; % is set by controls: 0 for no effect and ±100 for the full control effect; nearly all actives have a fitted effect of over 20% in size
Target sequence (P02791 2-175 limits assumed): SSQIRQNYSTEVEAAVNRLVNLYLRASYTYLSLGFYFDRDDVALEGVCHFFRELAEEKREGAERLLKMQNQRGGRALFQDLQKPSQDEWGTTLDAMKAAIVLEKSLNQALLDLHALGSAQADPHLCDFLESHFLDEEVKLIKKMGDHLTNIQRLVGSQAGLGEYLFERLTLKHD
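Steps: apoferritin (10 uM) was premixed with half-saturated 1-AMA in PBS, compounds were pin-transferred, plates stood 10 min at room temperature, fluorescence was read at 380/535 nm, and curves were fitted with a Hill equation.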
POLB inh = blocks human DNA polymerase beta activity. Pol beta primer extension/strand displacement, fluorescence kinetic. P06746. actives 1.3% (n = 340,000). Potency, µM (series often up to 114 µM), without a hit: at the highest dose activity change, negative = inhibition, usual class: inhibitors; note: potency is the fitted concentration of half-maximal effect; % is set by controls: 0 for no effect and ±100 for the full control effect
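Pol beta (10 nM) and compounds were preincubated 15 min at room temperature, then 50 nM substrate (final) started primer extension/strand displacement. Reads were taken at 0 and 10 min; concentration-response data were fitted to a four-parameter Hill equation.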
Tb PGK inh = blocks T. brucei phosphoglycerate kinase; PGK/GAPDH coupled, Kinase-Glo luminescence, 60 min; Potency, µM (series often up to 57.5 µM), inactives show top-dose activity change, negative = inhibition, usual class: inhibitors; actives 0.043% (n = 380,000); AID 602233; note: potency is the fitted concentration of half-maximal effect; % is set by controls: 0 for no effect and ±100 for the full control effect; nearly all actives have a fitted effect of over 60% in size
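Recombinant glycosomal PGK reaction used 1,3-bisphosphoglycerate generated in-well by GAPDH (100nM final) in 100mM TEA pH 7.6, 5mM MgCl2, 0.01% Tween-20. After 60 minutes at room temperature, ATP was read by Kinase-Glo Plus luminescence end-point.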
Pol iota inh = DNA polymerase iota (human) inhibition | Potency, µM (top dose mostly 115 µM), without a hit: at the highest dose activity, negative = inhibition, actives largely listed as inhibitors | actives 1% (n = 390,000) | Pol iota fluorescent replication assay, 10 min | Q9UNA4; note: potency is the fitted concentration of half-maximal effect
Target sequence (Q9UNA4 whole entry, looked up): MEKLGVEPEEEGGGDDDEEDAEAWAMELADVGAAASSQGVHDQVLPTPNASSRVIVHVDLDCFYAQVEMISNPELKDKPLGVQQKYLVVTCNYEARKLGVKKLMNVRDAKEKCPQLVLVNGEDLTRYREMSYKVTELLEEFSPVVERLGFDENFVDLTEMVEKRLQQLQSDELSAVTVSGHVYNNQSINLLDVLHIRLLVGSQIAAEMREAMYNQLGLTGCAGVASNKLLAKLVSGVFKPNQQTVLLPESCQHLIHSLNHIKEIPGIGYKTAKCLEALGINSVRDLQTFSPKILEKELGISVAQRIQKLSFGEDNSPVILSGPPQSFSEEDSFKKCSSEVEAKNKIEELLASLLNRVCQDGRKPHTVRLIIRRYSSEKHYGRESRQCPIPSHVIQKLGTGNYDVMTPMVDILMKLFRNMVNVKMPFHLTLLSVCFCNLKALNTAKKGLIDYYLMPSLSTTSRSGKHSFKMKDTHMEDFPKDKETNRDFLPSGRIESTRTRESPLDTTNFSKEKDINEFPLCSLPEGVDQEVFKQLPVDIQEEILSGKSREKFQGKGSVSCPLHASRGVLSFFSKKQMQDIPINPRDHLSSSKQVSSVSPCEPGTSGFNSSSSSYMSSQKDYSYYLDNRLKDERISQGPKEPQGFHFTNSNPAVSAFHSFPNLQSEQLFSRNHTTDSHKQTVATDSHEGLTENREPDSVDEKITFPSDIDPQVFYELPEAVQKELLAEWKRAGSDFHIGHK
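Pol iota at 10 nM preincubated 15 min with compounds at room temperature; reaction started with fluorescent substrate, 50 nM final. Fluorescence read kinetically at 0 and 10 min; buffer-only wells as negative control.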
RXFP1 antag = blocks the human relaxin receptor RXFP1; HEK293-RXFP1, relaxin-stimulated cAMP HTRF, 30 min; stronger effect = lower value; activity change, negative = inhibition, % at 57.5 µM; actives 0.59% (n = 350,000); AID 1259400;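 active = activity change of -60% or lower, but not beyond a set lower limit; inconclusive = change between -60% and -40%, or beyond the set limit; inactive = change above -40%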; note: % is set by controls: 0 for no effect and ±100 for the full control effect
POLK inh = blocks human DNA polymerase kappa activity; purified Pol kappa, fluorescent DNA synthesis assay, 10 min; Potency, µM (top dose mostly 107 µM), without a hit: top-dose activity, negative = inhibition, hits mostly inhibitors; AID 588579; actives 0.53% (n = 400,000); Q9UBT6; note: potency is the fitted concentration of half-maximal effect; % is set by controls: 0 for no effect and ±100 for the full control effect
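50 nM final substrate added after 15 min RT preincubation of 10 nM Pol kappa with compound; fluorescence read at 0 and 10 min.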
BLM helicase inh = blocks DNA unwinding by human BLM helicase | actives 0.2% (n = 350,000) | AID 2528 | recombinant BLM DNA unwinding, fluorescence dequenching | Potency, µM (highest dose often 56.1 µM), for the others: at the top dose activity change, negative = inhibition, most hits filed as inhibitors | P54132;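 note: potency is the fitted concentration of half-maximal effect; plate controls were vehicle for no effect and no enzyme for full effect; nearly all actives have a fitted effect of over 35% in size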
POLH inh = blocks human DNA polymerase eta activity; actives 1.2% (n = 390,000); recombinant Pol eta, fluorescent DNA replication assay; Potency, µM (series often up to 114 µM), for the others: at the highest dose activity change, negative = inhibition, usual class: inhibitors; AID 588591; note: potency is the fitted concentration of half-maximal effect; % is set by controls: 0 for no effect and ±100 for the full control effect
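Pol eta at 10 nM preincubated with compounds 15 min at room temperature; reaction started with fluorescent substrate (50 nM final) and read kinetically at 0 and 10 min.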
* hit, by the source's call; i = inactive; ? = inconclusive; . = not tested or not shown; & = joins results of further samples; [ ] = remark or other dose. Unless noted, calls come from the whole dose curve; as a rule, active = well fitted curve in the direction sought with a large enough effect; inconclusive = small, poorly fitted or top-dose-only effect, or another doubt; inactive = no such curve, though single readings can be large; an effect the other way counts as inactive or inconclusive.

Molecule	APEX1 inh	Apoferritin bind	POLB inh	Tb PGK inh	Pol iota inh	RXFP1 antag	POLK inh	BLM helicase inh	POLH inh
Cc1cc(C)n(-c2nc(NCCN(C)C)c3c4c(sc3n2)COC(C)(C)C4)n1	18%	-7%	21%	-4%	13%	-72*	-4%	-3%	-8%
O=C(CSc1cn(CC(=O)N2CCOCC2)c2ccccc12)Nc1ccccc1C(F)(F)F	.	-4%	9%	i	33%[activator]	-9	0%	3%	-20%
COc1ccc(CNC(=O)Cn2c(=O)c3cccn3c3ccccc32)cc1	.	-1%	36%	7%	?	-11	-21%	-9%	-5%
CCCCc1ccc(Nc2ncnc3c2cnn3-c2ccc(C)cc2)cc1	.	3%	5%	10%	13%	0	-22%[60.1 µM]	-2%	-16%
CC(C)Cn1c(SCc2nnc(-c3cccs3)o2)nc(O)cc1=O	1%	-13%	-6%	6%	25µM*	-37	-42%	-17%	?
Cc1cccc(C)c1NC(=O)CN1CCN(C(=O)CNC(=O)c2ccc(N3CCCC3=O)cc2)CC1	3%	.	.	-3%	-3%	5	-5%	.	-21%
CC(C)C[C@H](NC(=O)OC(C)(C)C)C(=O)N/N=C/c1ccc2nccnc2c1	3%	-22%	12%	5%	18%	8	-10%	-3%	-17%
CC(=O)Nc1ccc(N(C(=O)CNC(=O)c2cccs2)C(C(=O)NCC2CCCO2)c2ccccc2)cc1 (stereo not given)	50%	-18%	41%	-10%	49%[activator]	3	-19%	-4%	-15%
CCOC(=O)C1=C2N(C)c3ccccc3N2CCC1=O	-6%	-2%	-17%	-1%	6%	-3	2%	0%	-19%
O=C(CN1C(=O)C2(OCCO2)c2cc(Br)ccc21)NO	.	.	.	3%	-8%[58.9 µM]	-2	-4%	.	-27%
CC(C)c1ccc(S(=O)(=O)c2cnc(SCC(=O)Nc3ccc(F)cc3F)nc2N)cc1	.	?	-26%	-3%	7%	.	-4%	2%	-18%
CN1CCN(C(=O)N(c2ccccc2)c2ccccc2)CC1	.	.	.	0%	8%	-20	3%	.	-1%
COc1cc2c(cc1OC)C1OC(c3ccsc3)(C2)Oc2cc(C)oc(=O)c21 (stereo not given)	-22%[12.4 µM]	-19%[15.3 µM]	6%[22.9 µM]	.	.	.	.	-10%[12.4 µM]	.
Cc1[nH]c2ccc3ccccc3c2c(=O)c1C/C=C/Cl	25%	-13%	?	-1%	39%[activator]	4	-31%	-6%	-8%
NS(=O)(=O)c1ccc(CNC(=O)COc2ccc3c4c(c(=O)oc3c2)CCCC4)cc1	19%	-8%	-15%	-3%	12%	?	-2%	-12%	-8%
N#Cc1ccc(-c2ccc(C3Nc4ccccc4C(=O)N3O)o2)cc1 (stereo not given)	21%&20%	.	.	-6%	2%	.	4%	.	0%
CCCC(c1nnnn1C1CCCCC1)N1CCN(C(=O)c2ccco2)CC1 (stereo not given)	-14%	-5%	45%	-5%	87%[activator]	-1	-10%	-1%	-15%
CCOc1ccc(/C=C/C(=O)N(C)CC(=O)Nc2cccc(F)c2)cc1OCC	5%	.	.	-6%	25%	.	-6%	.	-17%
CCCn1c(SC(C(=O)Nc2cc(C)ccc2OC)c2ccccc2)nc2ccccc2c1=O (stereo not given)	-1%	-12%	26%	i	-7%	5	-10%	-3%	-17%
CCc1c(C)c(C#N)c2nc3ccccc3n2c1N1CCN(c2cc(C)ccn2)CC1	2%	-7%	25%	.	.	.	.	-1%	.
Cc1cccc[n+]1CC(=O)Nc1ccccc1	56%[activator]	2%	28%	-3%	113%[activator]	-1	-13%	-3%	-2%
COc1ccccc1S(=O)(=O)NCc1ccc(C(=O)N(C)Cc2ccc(F)cc2)cc1	7%	.	.	9%	-7%	-2	-14%	.	0%
CCCC[C@@H]1C[C@H]1[C@@H](NC(=O)c1ccccc1)c1ccccc1C(F)(F)F	4%	-4%	-4%	-7%	7%	.	-4%	-2%	-9%
CCOC(=O)C1(CC2CCCCO2)CCN(S(=O)(=O)c2ccc(OC)cc2)CC1 (stereo not given)	4%	-7%	1%	i	-15%	-6	3%	6%	-2%
CCCn1c(=O)c2sccc2n2c(CCCC(=O)N3CCN(c4cccc(C)c4C)CC3)nnc12	.	-12%	30%	i	31%[activator]	2	4%	0%	-10%
Cc1noc(C)c1C(=O)Nc1nc(-c2ccccc2Cl)cs1	19%	-17%	10%	-1%	24%	3	-11%	-14%	-22%
Cc1c(C(=O)NCCCN2CCCC2=O)oc2ccc(S(=O)(=O)N3CCOCC3)cc12	14%	1%	50%	-4%	26%	-9	-2%	-3%	-12%
CCc1nc(N)c(C#N)c(-c2cccn2C)c1C	.	.	.	i	14%	-1	-3%	.	7%
CCOC(=O)CNC(=O)C1CCCc2c1[nH]c1ccc(Cl)cc21 (stereo not given)	?	-13%	5%	-5%	40%[activator]	-34	-10%	1%	-18%
CCOc1ccc(NC(=S)NN(C)C(=S)Nc2ccc(OCC)cc2)cc1	-1%	0%	-2%	-2%	5%	-14	-22%	0%	-10%
Cc1ccccc1COn1nnc2ccc(S(=O)(=O)N3CCOCC3)cc21	-3%	.	.	-2%	15%	-9	-20%	.	-8%
Cc1ccc2nsnc2c1S(=O)(=O)N1CCCC1	4%	-15%	-36%	-6%	1%	-26	-5%	2%	-4%
Cc1ccc(C)c(N2CCN(c3ncccc3[N+](=O)[O-])CC2)c1	10%	-1%	12%	-4%	41%[activator]	-11	-12%	-7%	-6%
CCOC(=O)C1CCN(C(=O)c2ccccc2NC(=O)C2=C(C)OCCS2)CC1	36%	1%	59%	-3%	7%	-14	0%	-2%	2%
Cc1cccc(OCc2nnc(SCC(=O)N3CCN(c4ccccc4)CC3)o2)c1C	10%	2%	-4%	4%	10%	-7	0%	-2%	3%
COc1ccccc1N1CCN(CCCCN2C(=O)C3CCCN3C2=O)CC1 (stereo not given)	.	.	.	12%	4%	-6	-9%	.	10%
COc1c(S(=O)(=O)N2CCCC2)ccc(Cl)c1Cl	?	-2%	-10%	-1%	-1%	-11	-5%	-2%	-17%
O=C(CCCCn1c(=O)[nH]c2ccccc2c1=O)NCCC1=CCCCC1	0%	-13%	-24%	-9%	17%	17	4%	2%	-11%
OCCOCCn1c(CCNc2nc(-c3ccc(Cl)cc3)cs2)nc2cc(Cl)c(Cl)cc21	.	.	.	-4%	12%	.	3%	.	-24%
CCOc1ccc(C(=O)OCC(=O)Nc2ccc(SC(F)F)cc2)cc1OCC	-3%	-18%	1%	0%	25%	-6	-12%	0%	-20%

An excerpt from above in order of the Pol iota inh value, descending:
Molecule	APEX1 inh	Apoferritin bind	POLB inh	Tb PGK inh	Pol iota inh	RXFP1 antag	POLK inh	BLM helicase inh	POLH inh
Cc1ccccc1COn1nnc2ccc(S(=O)(=O)N3CCOCC3)cc21	-3%	.	.	-2%	15%	-9	-20%	.	-8%
Cc1cccc(OCc2nnc(SCC(=O)N3CCN(c4ccccc4)CC3)o2)c1C	10%	2%	-4%	4%	10%	-7	0%	-2%	3%
Cc1ccc2nsnc2c1S(=O)(=O)N1CCCC1	4%	-15%	-36%	-6%	1%	-26	-5%	2%	-4%

More results:
Molecule	APEX1 inh	Apoferritin bind	POLB inh	Tb PGK inh	Pol iota inh	RXFP1 antag	POLK inh	BLM helicase inh	POLH inh
CC1(C)C(=S)N(Cc2ccccc2)c2ccccc21	-4%	?	-14%	10%	14%	-9	-2%	-4%	-23%
COc1ccc(OCC(=O)Nc2ccc3c(c2)nc(CN2CCN(C(C)=O)CC2)n3C)cc1	3%	4%	12%	0%	165%[activator]	-7	-9%	0%	-23%
COc1ccc(C2OC(=O)CC2C(=O)NCc2ccc(C)cc2)cc1OC (stereo not given)	-1%	-4%	1%	-3%	37%[activator]	-3	-3%	-10%	-24%
Cc1ccc(-c2nc3c(c(SCC(=O)N4CCOCC4)n2)Cc2c(CO)cnc(C)c2O3)cc1	60%[activator]	?	-30%	-1%	79µM*	-31	-20%	-10%	?

Structural class, the compounds so far with an aryl thioether with sulfur outside any ring (7)
Molecule	APEX1 inh	Apoferritin bind	POLB inh	Tb PGK inh	Pol iota inh	RXFP1 antag	POLK inh	BLM helicase inh	POLH inh
O=C(CSc1cn(CC(=O)N2CCOCC2)c2ccccc12)Nc1ccccc1C(F)(F)F	.	-4%	9%	i	33%[activator]	-9	0%	3%	-20%
CC(C)Cn1c(SCc2nnc(-c3cccs3)o2)nc(O)cc1=O	1%	-13%	-6%	6%	25µM*	-37	-42%	-17%	?
CC(C)c1ccc(S(=O)(=O)c2cnc(SCC(=O)Nc3ccc(F)cc3F)nc2N)cc1	.	?	-26%	-3%	7%	.	-4%	2%	-18%
CCCn1c(SC(C(=O)Nc2cc(C)ccc2OC)c2ccccc2)nc2ccccc2c1=O (stereo not given)	-1%	-12%	26%	i	-7%	5	-10%	-3%	-17%
Cc1cccc(OCc2nnc(SCC(=O)N3CCN(c4ccccc4)CC3)o2)c1C	10%	2%	-4%	4%	10%	-7	0%	-2%	3%
CCOc1ccc(C(=O)OCC(=O)Nc2ccc(SC(F)F)cc2)cc1OCC	-3%	-18%	1%	0%	25%	-6	-12%	0%	-20%
Cc1ccc(-c2nc3c(c(SCC(=O)N4CCOCC4)n2)Cc2c(CO)cnc(C)c2O3)cc1	60%[activator]	?	-30%	-1%	79µM*	-31	-20%	-10%	?

This is a subset; the hit share may differ from the screen's.
